Bioassay records as filed in PubChem.
USP1-UAF1 inh: inhibitors of human USP1/UAF1 deubiquitinase | O94782 | recombinant USP1/UAF1, Ub-Rhodamine cleavage fluorescence | Potency, µM (series often up to 57.1 µM), for the others: at the highest dose activity change, negative = inhibition, actives largely listed as inhibitors | actives 0.23% (n = 390,000) | AID 743255; further: potency means the concentration at half of the fitted maximal effect; on the % scale 0 is the no-effect control and ±100 the full control effect; nearly all actives have a fitted effect of over 60% in size; inactives centre near -12
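USP1/UAF1 complex at 1 nM was preincubated with compound for 15 min at room temperature, then Ub-Rho substrate (150nM final) was added. Fluorescence (480/540 nm) was read kinetically, 6 reads every 60 seconds.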
TRHR ag: activates the human TRH receptor; TRHR cells, calcium flux fluo-8, FDSS agonist mode; actives 0.18% (n = 360,000); P34981; AID 493084; activation, % at 2 µM; in the data active means activation above about 30%; further: 0% is about no effect
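Steps: seed TRHR cells overnight; add fluo-8 no-wash Ca dye, RT 30 min–1.5 h; record 10 s baseline; pin-transfer compounds; monitor fluorescence 1 cycle/s for the agonist window. Calcium increases flag candidate agonists.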
TrxR1 substrate: is turned over as a substrate by rat TrxR1. O89049. Potency, µM (top dose mostly 114 µM), for the others: top-dose activity change, negative = substrate turnover. purified TrxR1 substrate turnover, NADPH consumption readout. actives 0.01% (n = 390,000); further: potency means the concentration at half of the fitted maximal effect; on the % scale 0 is the no-effect control and ±100 the full control effect; nearly all actives have a fitted effect of over 50% in size
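Rat TrxR1, dispensed at 90 nM, was prereduced with 400 uM NADPH (final) for 5 min at ~22 deg C, then incubated with compound 15 min before 400 uM selenite. A first-read NADPH fluorescence drop versus no-compound background flagged substrates.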
D2 antagonist: antagonizes the human D2 dopamine receptor | HEK293 TREx D2 cells, calcium flux, dopamine EC80 | inhibition, % at 10 µM | actives 2% (n = 340,000); in the data active means inhibition above about 30%; further: 0% is about no effect
Target sequence (P14416 whole entry, looked up): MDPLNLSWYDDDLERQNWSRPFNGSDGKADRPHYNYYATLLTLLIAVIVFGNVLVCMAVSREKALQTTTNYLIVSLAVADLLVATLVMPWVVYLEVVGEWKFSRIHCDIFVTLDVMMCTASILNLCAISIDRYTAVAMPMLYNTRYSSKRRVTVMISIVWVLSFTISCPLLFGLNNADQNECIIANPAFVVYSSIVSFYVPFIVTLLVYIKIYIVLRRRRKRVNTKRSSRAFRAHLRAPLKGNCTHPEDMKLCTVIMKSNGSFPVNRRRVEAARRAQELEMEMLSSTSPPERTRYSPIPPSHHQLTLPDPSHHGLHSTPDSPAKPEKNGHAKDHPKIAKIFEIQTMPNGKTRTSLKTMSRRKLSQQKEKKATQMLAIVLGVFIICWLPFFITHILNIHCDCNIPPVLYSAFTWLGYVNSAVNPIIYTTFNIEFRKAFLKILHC
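Compounds are added to dye-loaded, induced HEK293 T-REx cells coupled to calcium release via D2; after a 3 min kinetic read an EC80 dopamine stimulus is given and fluorescence is recorded for 3 more min.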
TRHR enhancer: TRH receptor (human) allosteric enhancement; TRHR cells, fluo-8 calcium fluorescence, EC20 TRH enhancement; enhancement, % at 2 µM; actives 0.66% (n = 360,000); AID 493056; in the data active means enhancement above about 30%; further: 0% is about no effect
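Enhancer read-out: after compound pinning and an initial kinetic agonist-mode read, an EC20 of TRH (10 nM final) was injected and fluo-8 calcium signal (Ex 480/Em 530) followed at 1 s/cycle for 100 cycles in TRHR-expressing cells.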
mIDH1 inhibitor: blocks human mutant IDH1 R132H enzyme; O75874; IDH1-R132H enzyme, NADPH consumption, diaphorase/resazurin fluorescence; Potency, µM (titrated, usually from 76.6 µM), inactives show top-dose activity change, negative = inhibition, most hits filed as inhibitors; actives 0.093% (n = 390,000); further: potency means the concentration at half of the fitted maximal effect; on the % scale 0 is the no-effect control and ±100 the full control effect; nearly all actives have a fitted effect of over 65% in size
Target sequence (O75874 whole entry R132H, stated change not applied): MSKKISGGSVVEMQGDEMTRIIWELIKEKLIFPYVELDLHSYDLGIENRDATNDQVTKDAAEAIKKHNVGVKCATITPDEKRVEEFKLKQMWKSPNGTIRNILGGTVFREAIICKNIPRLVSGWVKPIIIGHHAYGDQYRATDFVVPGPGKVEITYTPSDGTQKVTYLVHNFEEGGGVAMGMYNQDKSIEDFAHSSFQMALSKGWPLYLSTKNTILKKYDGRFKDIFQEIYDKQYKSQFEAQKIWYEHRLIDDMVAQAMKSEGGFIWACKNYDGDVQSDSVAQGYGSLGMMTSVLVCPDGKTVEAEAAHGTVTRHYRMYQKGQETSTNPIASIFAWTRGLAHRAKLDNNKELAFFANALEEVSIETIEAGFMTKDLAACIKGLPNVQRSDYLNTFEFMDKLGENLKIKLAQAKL
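IDH1-R132H (0.5 ug/mL) preincubated 30 min with compound, then NADPH (0.016 mM) and alpha-KG (2 mM) added; 80 min at RT, pH 7.5. Remaining NADPH coupled via diaphorase/resazurin to fluorescence (540/590 nm); concentration-response curves normalized to no-enzyme control.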
TrxR1 inh: inhibitors of rat thioredoxin reductase 1; O89049; actives 1% (n = 390,000); recombinant rTrxR1, NADPH fluorescence consumption, selenite substrate; Potency, µM (top dose mostly 114 µM), inactives show at the top dose activity change, negative = inhibition, actives largely listed as inhibitors; further: potency means the concentration at half of the fitted maximal effect; on the % scale 0 is the no-effect control and ±100 the full control effect; nearly all actives have a fitted effect of over 65% in size
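Rat TrxR1 (90 nM in the dispensed reagent) was pre-reduced with 400 uM NADPH for 5 min at room temperature, then incubated with compound for 15 min. After 400 uM selenite was added, NADPH fluorescence (Ex 340/Em 450 nm) was followed for 8 min.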
Pin1 inh: inhibitors of human Pin1. AID 504891. actives 0.009% (n = 390,000). Pin1 FP peptide displacement, HiFluor488, 10 min. Potency, µM (highest dose often 115 µM), for inactives: top-dose activity, negative = inhibition, hits mostly inhibitors. Q13526; active means well fitted inhibition curve with a large enough effect in the polarisation, with a control signal flat, not every such curve was filed as active; inconclusive means small, poorly fitted or top-dose-only effect, or effect the other way, or a change in a side signal; inactive means no such curve, though single readings can be large or run the other way; the % refers to the polarisation; further: potency means the concentration at half of the fitted maximal effect; on the % scale 0 is the no-effect control and ±100 the full control effect
Target sequence (Q13526 whole entry, looked up): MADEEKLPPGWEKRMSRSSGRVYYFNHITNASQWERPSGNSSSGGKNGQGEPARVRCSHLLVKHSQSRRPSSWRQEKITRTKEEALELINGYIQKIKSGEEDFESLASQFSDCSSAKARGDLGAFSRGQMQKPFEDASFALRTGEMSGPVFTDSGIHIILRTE
D2 ag: activates the human D2 dopamine receptor; activation, % at 2 µM; actives 0.53% (n = 340,000); AID 485358; HEK293 T-REx D2 cells, calcium flux agonist mode; P14416;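 active means activation over 3 SD above normal in the single-dose calcium agonist read, cut at about 30% in these data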; further: 0% is about no effect
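Agonism scored from kinetic calcium signal (1 read/sec, 180 s) following compound pin transfer, after a 10 s baseline. Cells: HEK293 Trex line expressing inducible D2 receptor coupled to calcium, dye-loaded after overnight culture at 30 C.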
* hit, by the source's call; ? = inconclusive; · = no result given; & = joins results of further samples; [ ] = remark or other dose. Unless noted, the call rests on the fitted dose curve; in most records, active means well fitted inhibition curve with a large enough effect; inconclusive means small, poorly fitted or top-dose-only effect; inactive means no such curve, though single readings can be large or run the other way.

SMILES	USP1-UAF1 inh	TRHR ag	TrxR1 substrate	D2 antagonist	TRHR enhancer	mIDH1 inhibitor	TrxR1 inh	Pin1 inh	D2 ag
COc1ccc(O)c(C=NCC(C)N=Cc2cc(OC)ccc2O)c1 (centres undefined)	-10%	-0.1	-4%	-5	0	0%	14%	2%	-0.6
C=CCn1c(SCc2c(C(=O)OC)sc(N)c2C(=O)OC)nnc1-c1ccc(Cl)cc1	-17%	-0.5	-5%	28	-2	0%	2%	5%	-0.9
CCN(C(=O)CSc1nnc2c3ccccc3n(CC)c2n1)C1CCS(=O)(=O)C1 (centres undefined)	-2%	0.3	-14%	-10	4	1%	-15%	-1%	-1.4
O=C(C1=C(O)C(=O)N(CC2CCCO2)C1c1cccc(Cl)c1)c1ccco1 (centres undefined)	-5%	0.3	-12%	10	0	7%	-20%	-2%	-1.9
O=C(NC1(C(F)(F)F)NC(=O)N(c2ccccc2F)C1=O)c1ccncc1 (centres undefined)	-19%	0.7	-3%	7	6	3%	3%	0%	0.7
COc1ccc(OC)c2[nH]c(=O)c(CCNC(=O)c3ccc4c(c3)OCO4)cc12	-18%	-1.3	0%	0	1	-11%	8%	6%	-1.4
O=C(NCc1ccc(F)cc1)N[C@@H](Cc1ccccc1)C(=O)O	-9%	-0.4	0%	-8	15	6%	-1%	-5%	0.1
O=C(Cc1c(Cl)cccc1Cl)Nc1cccc(S(=O)(=O)N2CCOCC2)c1	-27%	0.2	3%[57.1 µM]	-3	-2	1%	22%[57.1 µM]	7%	0.2
O=C(NN1C(=O)c2ccccc2NC1c1ccccn1)c1ccc([N+](=O)[O-])cc1 (centres undefined)	3%	-0.2	-11%	-18	11	7%	5%	?	1.9
CCOc1ccc2nc(NC(=O)C3CCN(C(=O)c4ccco4)CC3)sc2c1	-17%	-0.4	-3%	5	4	0%	15%	-4%	6.5
Cc1nc(SC(C)C(=O)Nc2cccc(C(F)(F)F)c2)c2c(C)c(C(=O)O)sc2n1 (centres undefined)	-29%	1.3	9%	8	11	2%	29%	-5%	0.5
Oc1cccc(NC(=S)Nc2ccc(SC(F)F)cc2)c1	5%	0.1	-1%[57.1 µM]	-1	15	23%	?	6%	-1.2

Continued (three carried over from the part before).
SMILES	USP1-UAF1 inh	TRHR ag	TrxR1 substrate	D2 antagonist	TRHR enhancer	mIDH1 inhibitor	TrxR1 inh	Pin1 inh	D2 ag
CCOc1ccc2nc(NC(=O)C3CCN(C(=O)c4ccco4)CC3)sc2c1	-17%	-0.4	-3%	5	4	0%	15%	-4%	6.5
Cc1nc(SC(C)C(=O)Nc2cccc(C(F)(F)F)c2)c2c(C)c(C(=O)O)sc2n1 (centres undefined)	-29%	1.3	9%	8	11	2%	29%	-5%	0.5
Oc1cccc(NC(=S)Nc2ccc(SC(F)F)cc2)c1	5%	0.1	-1%[57.1 µM]	-1	15	23%	?	6%	-1.2
Cc1ccc2c(CC(=O)Nc3cccc(C(F)(F)F)c3)coc2c1	-14%	1.6	-12%	·	0	-8%	9%	-1%	0.4
Cc1ccc(Cl)cc1N=C(N)N=C(N)N	-9%	0.5	7%[57.1 µM]	9	1	0%	5%[57.1 µM]	7%	0.8
O=c1[nH]c2c(cc1CNCCN1CCOCC1)c(-c1cccc(F)c1)nn2-c1ccccc1	·	1.0	·	-3	-1	·	·	·	0.9
COc1ccc(C2Sc3nncn3N2Cc2ccc(C#N)cc2)cc1 (centres undefined)	1%	0.9	-8%	·	19	3%	-5%	-9%	·
COc1ccccc1-c1oc2ccccc2c1C#CC(C)(C)O	?	-0.2	100%[activator]	52*	-23	-1%	14%	-2%	0.4
CCc1ccc(OCC(=O)NNC(=O)Cc2cccs2)cc1	-22%	-0.5	5%[57.1 µM]	2	18	0%	10%[57.1 µM]	1%	-0.3
COC(=O)C1CCN(CC(=O)Nc2ccc(OC)c(Cl)c2)CC1	-12%	-0.2	5%	-21	1	-6%	15%	-1%	8.2
COc1ccc(-n2nc(C(=O)NCC(=O)Nc3cc(Cl)c(OC)cc3OC)c3ccccc3c2=O)cc1	-17%	0.4	8%[57.1 µM]	-31	-7	10%	25%[57.1 µM]	1%	-0.5
CC1(c2ccc(Cl)cc2)NC(=O)N(CC(=O)Nc2cccnc2Cl)C1=O (centres undefined)	?	3.3	1%	3	4	8%	-5%	-13%	3.6
COC(=O)[C@H](Cc1ccccc1)NC(=O)N(C)Cc1ccccc1	?	0.1	6%[11.4 µM]	2	-4	4%	11%[11.4 µM]	-9%	-0.2
O=S(=O)(NCc1c(Cl)cccc1Oc1ccccc1)c1ccccc1	-8%	0.4	7%[57.1 µM]	-6	-2	1%	26%[57.1 µM]	9%	0.7
CCC(=O)OC1=CN(Cc2ccccc2)S(=O)(=O)c2ccccc21	?	-0.1	7%	·	5	?	29%	-10%	-0.9

In a second layout: entries from further up
Structure,USP1-UAF1 inh,TRHR ag,TrxR1 substrate,D2 antagonist,TRHR enhancer,mIDH1 inhibitor,TrxR1 inh,Pin1 inh,D2 ag
O=C(NN1C(=O)c2ccccc2NC1c1ccccn1)c1ccc([N+](=O)[O-])cc1 (centres undefined),3%,-0.2,-11%,-18,11,7%,5%,?,1.9
CCOc1ccc2nc(NC(=O)C3CCN(C(=O)c4ccco4)CC3)sc2c1,-17%,-0.4,-3%,5,4,0%,15%,-4%,6.5

The results go on.
SMILES	USP1-UAF1 inh	TRHR ag	TrxR1 substrate	D2 antagonist	TRHR enhancer	mIDH1 inhibitor	TrxR1 inh	Pin1 inh	D2 ag
O=C(Nc1nnc(C23CC4CC(CC(C4)C2)C3)s1)c1ccc(N2C(=O)CCC2=O)cc1	-9%	0.1	6%[57.1 µM]	11	0	14%	17%[57.1 µM]	-11%	-0.3
Cc1ccc(-c2cc(C#N)c(=O)n(Cc3c(Cl)cccc3Cl)c2)cc1	-7%	0.3	60%[activator]	·	12	1%	41%[activator]	-10%	·
CC(C)(C)C(=O)Nc1ccccc1N1CCN(c2ccc(F)cc2)CC1	-2%	0.7	1%[57.1 µM]	-2	15	?	?	0%	-0.1
Cc1nnc(N2C(=O)c3oc4ccccc4c(=O)c3C2c2ccc(F)cc2)s1 (centres undefined)	-3%	-0.5	6%	·	9	11%	32%[activator]	5%	-0.7
Cc1cccc(N2CCN(C(=O)C(C)n3nc(C)n4c(cc5occc54)c3=O)CC2)c1C (centres undefined)	-6%&-10%	-0.2&0.2	0%&3%	1	10&6	15%&5%	6%&11%	-10%&6%	-0.4&0.9
CC(C)c1cc(NCCCN2CCOCC2)n2c(nc3ccccc32)c1C#N	-22%	0.0	80%[activator]	10	1	-5%	11%	-6%	0.7
CCN(C(=O)COC(=O)Cc1c(F)cccc1Cl)c1c(N)n(Cc2ccccc2)c(=O)[nH]c1=O	-8%	0.7	3%	5	3	0%	13%	7%	0.0
CC1=NNC(=O)C1CCC(=O)N/N=C\c1cccc(Cl)c1 (centres undefined)	-24%	0.1	4%[57.1 µM]	4	1	-4%	10%[57.1 µM]	-6%	0.3
O=C(NCC(c1ccco1)N1CCc2ccccc2C1)c1cccc([N+](=O)[O-])c1 (centres undefined)	-23%	0.2	0%	8	-9	-1%	12%	2%	0.4
CC1CCCC(NC(=O)CN2C(=O)NC(C)(c3ccccc3)C2=O)C1C (centres undefined)	-14%	-0.6	-8%	·	4	-2%	-6%	2%	·
COc1ccccc1N1CCN(C(=O)Cc2ccc(Cl)cc2)CC1	-18%	0.1	-6%[57.1 µM]	-2	2	1%	6%[57.1 µM]	-2%	0.9
CC1Cc2ccccc2N1C(=O)c1cc2sccc2n1Cc1ccc(F)cc1 (centres undefined)	-17%	0.2	4%	21	-6	2%	8%	28%	-0.4
Cn1c(CC(=O)NNC(=O)c2ccccc2[N+](=O)[O-])nc2ccccc21	-3%	0.5	-2%	-19	11	-15%	9%	-1%	2.3
COC(=O)c1ccc(OCC(O)CN2CCC(C)CC2)cc1 (centres undefined)	?	0.9	3%	13	10	3%	15%	-4%	0.6
CCOC(=O)N1CCC(N(CCN(C)C)C(=S)Nc2cc(C)cc(C)c2)CC1	-3%	1.9	10%	-1	3	-4%	17%	1%	11
Cc1ccc(-n2c(-c3cccc(C)c3)nc3c(cnn3-c3ccccc3)c2=O)cc1	2%	0.7	1%	·	-3	-5%	10%	?	-0.6
Cc1ccc(-c2c(=O)n(O)c3ccccc3[n+]2[O-])cc1	-30%	7.2	-6%	18	-4	-2%	-7%	?	0.2
Cc1cc(Cl)ccc1Nc1ncccc1C(N)=O	?	0.5	-2%[57.1 µM]	1	7	7%	8%[57.1 µM]	-1%	0.9
CSc1nc(NC(C)(C)C)nc(Oc2ccc(=O)[nH]n2)n1	-21%	1.3	-1%	-5	1	2%	13%	-2%	0.2
Cc1ccc(Nc2c(-c3ccccn3)nc3ccc(Br)cn23)cc1	-20%	-0.1	7%	·	3	10%	21%	-11%	·
Cc1ccc(NC(=O)CCNC(=O)c2ccc(Br)cc2)cc1S(=O)(=O)N1CCOCC1	-28%	0.0	-7%	8	15	-7%	2%	-1%	0.6
CCOC(=O)CC1COc2ccccc2N1C(=O)c1ccc(F)cc1 (centres undefined)	-12%	-0.2	-13%	-3	-2	0%	-123%	-9%	0.6
Cc1c(Cl)cccc1S(=O)(=O)Nc1ccnn1C	-5%	0.3	1%	-3	0	5%	22%[57.1 µM]	-4%	0.0

Just TRHR enhancer, for some of the entries so far:
smiles	TRHR enhancer
CCOC(=O)CC1COc2ccccc2N1C(=O)c1ccc(F)cc1 (centres undefined)	-2
Cc1c(Cl)cccc1S(=O)(=O)Nc1ccnn1C	0

The list is partial; count on the stated rates, not on these rows.
